SSB-PriA inh – inhibitors of Klebsiella pneumoniae PriA binding to SSB C-terminal tail; actives 0.6% (n = 430,000); AID 1272365; inhibition, % at 33 µM; AlphaScreen SSBct-PriA binding, biotinylated peptide; in the data active = inhibition mostly above about 37%, no sharp cut-off; inactive = mostly below about 20%;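 note: plate controls were negative control peptide for no effect and reference peptide for full effect; strong numbers were not always called active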
Numbers without * were called inactive; & = joins results of further samples.

| Structure | SSB-PriA inh |
| --- | --- |
| Cc1cc(NC(=O)C(c2ccccc2)c2ccccc2)on1 | -14 |
| O=C(NCCc1ccco1)C(=O)NCC1CCCN1S(=O)(=O)c1cccs1 (stereo unspecified) | 10 |
| COc1cccc(CSc2nc(CC(=O)NCc3ccco3)cc(=O)[nH]2)c1 | -3 |
| COc1cc(C=NN=C(N)N)ccc1OCc1ccccc1Cl | -7 |
| CCN(CC)c1ccc(NC(=O)c2ccc(=O)n(C)n2)cc1 | 21 |
| COc1ccccc1C1C(=C(O)c2ccc(C)cc2)C(=O)C(=O)N1CC(C)O (stereo unspecified) | -1 |
| O=C(NCCSc1ncc(-c2ccccc2)[nH]1)c1ccccc1Cl | -7 |
| CC(=O)Nc1cccc(C(C)=NNC(=O)c2ccc(NS(=O)(=O)c3cccs3)cc2)c1 | -5 |
| COc1cc(NC(=O)N2CC(c3nc(C)no3)C2)cc(OC)c1OC | 4 |
| O=C(Cc1ccc(Cl)s1)Nc1nc2c(s1)CCc1ccccc1-2 | -7 |
| CC(=O)Nc1ccc(SCC(=O)N2CCOCC2)nn1 | -10 |
| CC(=NN1CCN(c2ccccn2)CC1)c1cccc([N+](=O)[O-])c1 | 0 |
| O=c1c2sccc2nc(SCc2cccc(C(F)(F)F)c2)n1Cc1ccco1 | -6 |
| Cc1c(C(=O)OCC(=O)Nc2cccc(Cl)c2)nnn1-c1ccccc1 | 6 |
| CCCc1nnsc1C(=O)NCCc1cc(C)no1 | -14 |
| COc1ccc2cc(C(=O)NN=Cc3sc4ccccc4c3O)ccc2c1 | 36 |
| O=C(Cc1cc(=O)[nH]c(SCC(=O)Nc2cccc(Cl)c2)n1)NCc1ccccc1 | 7 |
| O=S(=O)(c1cc(F)ccc1F)N1CCN(c2ccc3nncn3n2)CC1 | -11 |
| O=C(CSc1ncnc2c1[nH]c1ccc(F)cc12)Nc1ccc2c(c1)OCO2 | -14 |
| O=C(Cn1c2c(c(=O)n(C3CCCCC3)c1=O)CCC2)Nc1ccc2ncccc2c1 | 2 |
| O=C(Cc1ccccc1)NC[C@H]1CN(c2cccc(Cl)c2)C(=O)O1 | -9 |
| Cc1csc(CN2CCN(C(=O)c3c(-c4ccccc4Cl)noc3C)CC2)n1 | -9 |
| COc1ccc(N(CC(O)CON=C2c3ccccc3-c3ccccc32)S(=O)(=O)c2ccc(C)cc2)cc1 (stereo unspecified) | -11 |
| COC(=O)c1ccc(S(=O)(=O)N2CC(Oc3cc(C)n(C)c(=O)c3)C2)cc1 | -2 |
| Nc1nonc1-n1nnc(C(=O)NN=Cc2ccccc2F)c1CN1CCc2ccccc21 | 11 |
| COc1ccc(C=NNC(=O)c2ccc(C)nc2)cc1O | -6 |
| COc1ccc(/C=C(/NC(=O)c2ccccc2)C(=O)NN=Cc2ccncc2)cc1 | 6 |
| CCCOc1ccc(C(=O)Nc2ncc(Cc3ccc(F)cc3)s2)cc1 | -1 |
| Cc1ccccc1COc1ccc(C(O)=C2C(=O)C(=O)N(CCCn3ccnc3)C2c2ccco2)cc1 (stereo unspecified) | 6 |
| Cc1nnsc1C(=O)N1CCC(S(C)(=O)=O)CC1 | 2 |

An excerpt of these results, as labelled records:
> O=S(=O)(c1cc(F)ccc1F)N1CCN(c2ccc3nncn3n2)CC1
  SSB-PriA inh: -11
> O=C(CSc1ncnc2c1[nH]c1ccc(F)cc12)Nc1ccc2c(c1)OCO2
  SSB-PriA inh: -14
> O=C(Cn1c2c(c(=O)n(C3CCCCC3)c1=O)CCC2)Nc1ccc2ncccc2c1
  SSB-PriA inh: 2

Going on with the list:
| Structure | SSB-PriA inh |
| --- | --- |
| CO[C@@H](CNS(=O)(=O)c1cccc(C(F)(F)F)c1)c1ccsc1 | -22 |
| CC(C)S(=O)(=O)c1cccc(C(=O)Nc2ccccc2-c2nc3ccccc3[nH]2)c1 | -3 |
| CCOC(=O)c1cc(C(O)(C(F)(F)F)C(F)(F)F)c(N=CN(C)C)o1 | -8 |
| CCOc1ccc(-n2nnc3c(=O)n(Cc4nc(-c5cccc(Br)c5)no4)cnc32)cc1 | -8 |
| COCCNCC(=O)N1N=C(c2cccs2)CC1c1cccc(O)c1 (stereo unspecified) | -8 |
| Cc1c(Cl)cccc1NC(=O)Cc1csc(Nc2ccc(S(C)(=O)=O)cc2)n1 | 7 |
| O=C(NCc1nc2ccccc2[nH]1)c1ncc(-c2ccccc2)o1 | -8 |
| CCOc1ccccc1NC(=O)CN1CCCN(Cc2ccc(C)cc2)S1(=O)=O | -13 |
| CN1C(=O)Cc2cc(NC(=O)Nc3ccc(F)cc3)ccc21 | -10 |
| Cc1cc(C(=O)NC2CC(O)C(CO)C2)no1 (stereo unspecified) | -4 |
| COC(=O)c1ccc(C=NNc2nc(-c3ccc(C)cc3)cs2)cc1 | -25 |
| COc1ccc(Cl)cc1S(=O)(=O)NC1CCN(Cc2noc(-c3ccccc3)n2)C1 (stereo unspecified) | -16 |
| COc1nn(C)cc1C(=O)NCC(C)(OC)c1ccccc1F (stereo unspecified) | 21 |
| O=C(O)CCN1C(=O)c2ccccc2S1(=O)=O | -19 |
| Cc1ccc(OC2CCN(C(=O)NCc3ccc4c(c3)OCO4)C2)nn1 (stereo unspecified) | -10 |
| O=S(=O)(NCC(c1ccsc1)N1CCOCC1)c1cccc(F)c1 (stereo unspecified) | -14 |
| NC(=O)COc1ccc(S(=O)(=O)N2CCC[C@H](Oc3cnccn3)C2)cc1 | -20 |
| O=C(Nc1nc(-c2ccc(Cl)s2)cs1)c1cccc(C(F)(F)F)c1 | -5 |
| O=C(CN1C(=O)c2ccccc2C1=O)N1CCN(Cc2ccccc2)CC1 | -10 |
| COc1ccc(Cl)cc1NC(=O)CS(=O)(=O)c1cn(CC(=O)N2CCOCC2)c2ccccc12 | -7&10 |
| CNC(=S)NN=C1CC(c2ccccc2)Oc2ccccc21 (stereo unspecified) | 22 |
| CCOCCCn1c(NC(=O)Nc2cccc(Cl)c2)c2ccccc2nc1=O | 14 |
| CCN1CCOc2ccc(NC(=O)COc3ccccc3OC)cc2C1=O | -3 |
| CCOC(=O)Cc1csc(NC(=O)C2CCCN(c3ccc(-c4cccs4)nn3)C2)n1 (stereo unspecified) | 3 |
| O=C(NCCOc1ccccc1)N1CCOC2(CCOCC2)C1 | 0 |
| CN(C)c1ccc(C=NNC(=O)c2ccc3c(c2)OCCO3)cc1 | -1 |
| CN(c1ccccc1)S(=O)(=O)c1ccsc1-c1nc(-c2ccncc2)no1 | -4 |
| COC(=O)NCC[C@H](O)c1cccs1 | -6 |
| CCOc1ccc2ncc(S(=O)(=O)c3ccccc3)c(N3CCN(c4cccc(C)c4C)CC3)c2c1 | -13&-7 |
| O=C(CSc1ccc(NC(=O)c2ccccc2)nn1)Nc1nc2ccccc2s1 | -8 |
| O=C(CSc1ncnc2sc3c(c12)CCCC3)Nc1cc(C(F)(F)F)ccc1Cl | -5 |
| Cc1cccc2sc(N3CCN(C(=O)CS(=O)(=O)c4ccccc4)CC3)nc12 | -7 |
| COc1ccc(C(=O)CSc2nnc3ccc(-c4cccc(OC)c4)nn23)cc1 | -4 |
| N#Cc1ccsc1NC(=O)CN1C(=O)CCC1=O | -4 |
| O=C(Nc1nc(-c2cccc3ccccc23)cs1)c1cc([N+](=O)[O-])cc([N+](=O)[O-])c1 | 1 |
| COc1ccc(CNC(=O)NCC(c2ccsc2)N2CCN(C)CC2)cc1OC (stereo unspecified) | -8 |
| CC1=CC(=NNC(=S)Nc2cccnc2)CC(C)(C)C1 | 2 |
| O=C(NC[C@@H](c1ccc2c(c1)OCO2)N1CCN(c2ccccc2)CC1)NC1CCCCC1 | -5 |
| CCSc1ccccc1C(=O)OCc1cc(-c2ccco2)on1 | -2 |
| CCCc1c(C(=O)NC2CCCC2)nnn1-c1ccc(Cl)cc1 | -13 |
| Cc1nn(C2CCS(=O)(=O)C2)c2nc(-c3cccs3)cc(C(=O)N3CCc4ccccc4C3)c12 (stereo unspecified) | 7 |
| CCc1nnc(C2CCN(C(=O)c3cc(Cl)ccc3OC)CC2)s1 | -1 |
| COc1ccc(N(CC(=O)NN=Cc2ccc(-c3ccc([N+](=O)[O-])cc3)o2)S(=O)(=O)c2ccc(C)cc2)cc1Cl | 9 |
| COc1ccc2cc(C(=O)N3CCN(c4nc(-c5ccsc5)cs4)CC3)[nH]c2c1 | -9 |
| CCCOc1ccc(CNC(=O)c2snc(-c3ccccn3)c2N)cc1 | 8 |

Three entries already listed, ordered by number of heavy atoms, rising:
| Structure | SSB-PriA inh |
| --- | --- |
| O=C(CN1C(=O)c2ccccc2C1=O)N1CCN(Cc2ccccc2)CC1 | -10 |
| Cc1csc(CN2CCN(C(=O)c3c(-c4ccccc4Cl)noc3C)CC2)n1 | -9 |
| CCOc1ccc2ncc(S(=O)(=O)c3ccccc3)c(N3CCN(c4cccc(C)c4C)CC3)c2c1 | -13&-7 |

(continued)
| Structure | SSB-PriA inh |
| --- | --- |
| O=C(NC[C@]1(O)CCc2ccccc2C1)c1ccc(F)cc1Cl | -6 |
| Cc1ccc(NC(=O)CSc2ccc(-c3nc(C4CC4)no3)cn2)cc1Cl | -9 |
| COc1ccc(NN=C(C#N)C(=N)N2CCOCC2)cc1 | 8 |
| COc1ccc(Cl)c2sc(N(CCCN(C)C)C(=O)c3ccco3)nc12 | 6 |
| C=CCOc1ccc(C2C(C(=O)c3sc(C)nc3C)=C(O)C(=O)N2CCN(C)C)cc1 (stereo unspecified) | -2 |
| COc1ccc(-c2nnc(NC(=O)C3CCN(S(=O)(=O)c4ccc(F)cc4)CC3)o2)cc1 | -13 |
| Cc1ccc(S(=O)(=O)Nc2c(S(=O)(=O)c3ccccc3)c3nc4ccccc4nc3n2Cc2ccccc2)cc1 | 34 |
| Cc1cccc(C(N)=NOC(=O)CCCc2ccccc2)c1 | -48 |
| CCOc1ccc(-n2nnnc2CNC(=O)COc2ccc(C)cc2)cc1 | -19 |
| O=C(NCCn1ccnc1C1CC1)NCc1ccc(F)cc1 | -14 |
| CC1(C)CC(=O)c2c(nc3sc(C(=O)NCC4CCCO4)c(N)c3c2-c2ccccc2)C1 (stereo unspecified) | -25 |
| O=C(NN=Cc1ccncc1)c1ccccc1O | -4 |
| COc1cccc(CNC(=O)CS(=O)(=O)c2cccs2)c1 | -8 |
| C=c1oc(-c2ccc(Cl)cc2)cc1=C1NN=C(c2cccnc2)O1 | -2 |
| O=C(NCc1ccsc1)c1c(F)cccc1F | 0 |

Reprinted at random: 2 compounds from above.
| Structure | SSB-PriA inh |
| --- | --- |
| Cc1ccc(S(=O)(=O)Nc2c(S(=O)(=O)c3ccccc3)c3nc4ccccc4nc3n2Cc2ccccc2)cc1 | 34 |
| COc1ccc(-c2nnc(NC(=O)C3CCN(S(=O)(=O)c4ccc(F)cc4)CC3)o2)cc1 | -13 |

New compounds follow
| Structure | SSB-PriA inh |
| --- | --- |
| O=C(CSc1nc2c(oc3ccccc32)c(=O)n1CC1CCCO1)Nc1cccc(Cl)c1 (stereo unspecified) | -6 |
| O=C(Cn1cc(-c2nnc(-c3ccccc3)o2)c2ccccc21)N1CCOCC1 | -4 |
| N#Cc1ccc(COCC2CCN(C(=O)CC3CCCC3)CC2)cc1 | -11 |
| C[C@@H](Cc1ccoc1)NC(=O)c1ccoc1 | -10 |
| O=C(CN1CCC(COCc2ccc(Cl)cc2)CC1)NCCc1ccccc1 | -7 |
| O=C(CSCc1ccccc1)N1CCC(Oc2cnccn2)CC1 | -3 |
| COc1ccc(Cc2nnc(C3CCN(S(C)(=O)=O)CC3)s2)cc1 | -28&0 |
| O=C(NCCNc1ccc(Nc2ccncc2)nn1)c1cccc2ccccc12 | 9 |
| COc1ccc(-n2c(SCC(=O)N3CC(C)OC(C)C3)nc3c([nH]c4ccccc43)c2=O)cc1OC (stereo unspecified) | 14 |
| COCCN1CCC(CNC(=O)C(C)C)CC1 | -1 |
| O=C(Nc1nnc(-c2ccccc2Cl)o1)c1ccc2ccccc2c1 | -11 |
| CN(Cc1c(C(=O)NN=Cc2cccc(O)c2)nnn1-c1nonc1N)c1ccccc1 | 15 |
| CCOC(=O)N1CCC(COc2nc3ccccc3s2)CC1 | -12 |
| Cc1cc(C)cc(N2C(=O)C3N=NN(c4ccc(F)c(Cl)c4)C3C2=O)c1 (stereo unspecified) | -8 |
| O=C1c2cccc3cccc(c23)C(=O)N1CCc1nc2ccccc2s1 | 11 |
| CN1C(=O)Cc2cc(NC(=O)c3ccc(-c4ccsc4)cc3)ccc21 | 58* |
| O=C(/C=C/c1ccccc1)N1CCN(c2nc3ccc(Cl)cc3s2)CC1 | -4 |
| COc1ccc2c(c1)CCN(C(=O)C1CN(C(=O)COc3ccccc3F)C1)C2 | -14 |
| COc1ccc(C(=O)C=C(C)Nc2ccc(NC(C)=O)cc2)cc1 | 1 |
| COc1ccc(/C=C2\SC(=S)N(CCC(=O)Nc3cc(C)on3)C2=O)cc1OC | -11 |
| O=C(NCc1ccccn1)C(=O)NCc1n[nH]c(=O)c2ccccc12 | -5 |
| Cc1cc(N2C(=O)C(=O)C(=C(O)c3ccc(F)cc3)C2c2ccc(Cl)cc2)no1 (stereo unspecified) | -10 |
| COCCN1CCC(CNC(=O)c2cccc(C)c2)CC1 | 7 |
| O=C(Nc1ccc2c(c1)CN(S(=O)(=O)c1ccccc1)CC2)c1ccc2c(c1)OCO2 | 0 |
| CCOC(=O)C1(O)CSc2nc3sc(C)c(C)c3c(=O)n21 (stereo unspecified) | -8 |
| Cc1cc(C)cc(NC(=S)N=C(N)Nc2nc(C)c3ccccc3n2)c1 | 4 |
| Cc1ccc(C(=O)NCCn2ncccc2=O)cc1C | -4 |
| Cn1c(-c2nc(C(=O)NN3CCOCC3)cs2)cc2ccccc21 | 8 |
| CC(C)Oc1ccc(C(=O)N2CCNC(=O)C2C)cc1 (stereo unspecified) | -6 |
| CC(=O)SCc1nc(SCC(=O)Nc2ccccc2C)n[nH]1 | -8 |
| O=C(COc1ccc(Cl)cc1Cl)NCCCn1nc(-c2ccccc2)ccc1=O | -13 |
| CCOC(=O)c1ccccc1NC(=O)CN1CCC(c2cccs2)CC1 | -31 |
| CCc1ccc(NC(=O)C(=O)Nc2ccc([N+](=O)[O-])cc2)cc1 | -7 |
| Cc1ccc(-n2ncc3c2ncn2c(C)nnc32)c(C)c1 | 4 |
| Cc1ccc2[nH]c(=O)c(C3=NN(C(=O)c4cccs4)C(c4ccco4)C3)c(-c3ccccc3)c2c1 (stereo unspecified) | -3 |
| COc1ccc(C=NOCC(=O)NC(c2ccccc2)c2ccccc2)cc1OC | 0 |

Bioassay records deposited in PubChem BioAssay by Small Molecule Screening Facility, UW Madison.

Only part of the results is shown; the hit share may differ from the screen's.
